# Source: PubChem BioAssay
# Tau ThT inhib = blocks human tau fibril formation measured by thioflavin T | AID 1460 | recombinant tau K18 P301L, heparin-induced fibrillization, ThT fluorescence | P10636 | Potency, µM (series often up to 57.4 µM), inactives show at the highest dose activity, negative = inhibition, usual class: inhibitors | 270,000 tested, 2.1% active; also: nearly all actives have a fitted effect of over 55% in size
# Target sequence (P10636 561-689 P618L limits assumed): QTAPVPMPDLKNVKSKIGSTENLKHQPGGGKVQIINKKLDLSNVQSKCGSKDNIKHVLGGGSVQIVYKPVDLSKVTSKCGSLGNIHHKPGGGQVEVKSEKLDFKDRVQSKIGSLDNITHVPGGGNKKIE
#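 Heparin-induced (20 uM) aggregation of recombinant human K18 P301L tau, 15 uM unlabeled with 0.24 uM labeled, pH 7 acetate buffer, 6 hr at 37 C with compound. Fibrils quantified by 30 uM ThT fluorescence after 1 hr ambient incubation.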
# TexasRed fluor = Texas Red fluorescence interference in TRb-SRC2 counter-screen. Potency, µM (series often up to 106 µM), inactives show top-dose fluorescence change, negative = quenching. 280,000 tested, 0.29% active. TRb/SRC2 Texas Red total fluorescence interference; active = well fitted curve in either direction with a large enough effect; inconclusive = small, poorly fitted or top-dose-only effect
#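 Human TRβ ligand-binding domain (0.6 uM) and Texas Red SRC2 peptide (20 nM) in Tris buffer with 1 uM T3 and 5% DMSO were incubated with pinned compound for 5 hr at ambient temperature. Total fluorescence was computed as S + 2P (555/632 nm).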
# GLA spleen mod = inhibits or activates alpha-galactosidase in human spleen homogenate. P06280. human spleen homogenate, 4MU-alpha-Gal fluorescence, 40 min. Potency, µM (series often up to 80 µM), inactives show at the top dose activity change, negative = inhibition, most hits filed as inhibitors. 240,000 tested, 0.008% active. AID 2107;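 also: 0% = enzyme with vehicle and -100% = no enzyme basal signal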
#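 Human spleen homogenate (1 ug) was the enzyme source, with 4-methylumbelliferyl-alpha-D-galactopyranoside (1 mM final) in pH 5.0 citrate buffer with 0.01% Tween-20. Compounds were titrated; after 40 min at 37C, NaOH/glycine stop, 4-MU fluorescence read; AC50 from Hill fits.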
# Tau fibril FP = inhibitors of human tau fibril formation; Potency, µM (highest dose often 57.7 µM), inactives show top-dose activity, negative = inhibition, hits mostly inhibitors; K18 P301L tau heparin fibrillization, Alexa594 FP, 6 h; P10636; 280,000 tested, 0.39% active; also: nearly all actives have a fitted effect of over 55% in size
#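 FP of Alexa 594-tau after heparin (20 uM) induction. Substrate: human K18 P301L, 15 uM unlabeled, 0.24 uM labeled. Buffer 100 mM sodium acetate pH 7. 6 hr, 37 C.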
# TRb SRC2 PPI = TRbeta-SRC2 interaction inhibition | TRbeta-SRC2 peptide binding, fluorescence polarization; receptor liganded with 1 µM T3 | Potency, µM (series often up to 106 µM), inactives show at the highest dose activity change, negative = inhibition, actives largely listed as inhibitors | P10828 | 280,000 tested, 0.065% active;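 also: plate controls were bound peptide for no effect and peptide without receptor for full effect; nearly all actives have a fitted effect of over 50% in size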
#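 Quantitative HTS by FP: 0.6 uM TRb LBD, 20 nM labeled SRC2 20-mer, 1 uM T3, 5% DMSO; 5 hr ambient incubation; % activity per concentration and potencies from concentration series.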
# Tau fluor counter = counter-screen for tau fibril formation inhibitors | tau K18 P301L Alexa594 fluorescence, heparin fibrillization | Potency, µM (doses to about 57.7 µM), without a hit: at the highest dose activity change, negative = decrease | 280,000 tested, 0.93% active | AID 1463; also: nearly all actives have a fitted effect of over 55% in size
#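 Human tau K18 P301L (15 uM unlabeled, 0.24 uM Alexa 594-labeled) in 100 mM sodium acetate pH 7 with 20 uM heparin, 6 hr at 37 C. ThT 30 uM added, 1 hr ambient; Alexa 594 FP and total fluorescence read at 555/632 nm.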
# ALDH1A1 inh = ALDH1A1 (human) enzyme inhibition. P00352. Purified ALDH1A1, NADH fluorescence, propionaldehyde substrate. Potency, µM (series often up to 75.3 µM), for inactives: top-dose activity, negative = inhibition, usual class: inhibitors. 220,000 tested, 7.3% active; active = well fitted inhibition curve with a large enough effect, not every such curve was filed as active; inconclusive = small, poorly fitted or top-dose-only effect, or another doubt; inactive = no such curve, though single readings can be large or run the other way;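 also: plate controls were no enzyme wells and a reference inhibitor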
# L3MBTL1 inh = L3MBTL1 (human) inhibition; 230,000 tested, 0.66% active; Potency, µM (top dose mostly 57.1 µM), without a hit: at the top dose activity, negative = inhibition, usual class: inhibitors; AID 485360; AlphaScreen L3MBTL1–H3K9me1 peptide binding; Q9Y468; also: nearly all actives have a fitted effect of over 60% in size
# Target sequence (Q9Y468 whole entry, looked up): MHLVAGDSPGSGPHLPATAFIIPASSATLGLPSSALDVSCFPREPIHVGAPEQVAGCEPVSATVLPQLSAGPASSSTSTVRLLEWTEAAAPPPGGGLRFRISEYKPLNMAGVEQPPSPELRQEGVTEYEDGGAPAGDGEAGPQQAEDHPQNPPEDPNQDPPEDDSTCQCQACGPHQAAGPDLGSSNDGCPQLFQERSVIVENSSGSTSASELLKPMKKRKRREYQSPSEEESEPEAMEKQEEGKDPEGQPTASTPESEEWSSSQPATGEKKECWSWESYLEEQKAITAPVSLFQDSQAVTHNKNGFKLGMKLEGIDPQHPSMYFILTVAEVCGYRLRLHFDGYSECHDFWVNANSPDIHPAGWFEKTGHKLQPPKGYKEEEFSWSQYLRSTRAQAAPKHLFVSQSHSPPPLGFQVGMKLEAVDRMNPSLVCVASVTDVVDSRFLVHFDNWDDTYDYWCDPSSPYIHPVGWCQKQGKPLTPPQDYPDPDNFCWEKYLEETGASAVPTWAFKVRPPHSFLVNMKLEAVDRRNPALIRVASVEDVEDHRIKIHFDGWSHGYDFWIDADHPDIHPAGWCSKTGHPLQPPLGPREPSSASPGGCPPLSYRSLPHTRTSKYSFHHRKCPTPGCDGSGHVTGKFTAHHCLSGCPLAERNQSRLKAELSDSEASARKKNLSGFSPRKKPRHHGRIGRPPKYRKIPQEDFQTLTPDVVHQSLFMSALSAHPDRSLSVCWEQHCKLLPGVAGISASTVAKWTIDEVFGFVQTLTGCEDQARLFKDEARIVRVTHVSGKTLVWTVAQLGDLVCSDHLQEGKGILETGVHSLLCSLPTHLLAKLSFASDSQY
#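 L3MBTL1 (50 nM) pre-complexed 30 min with biotinylated H3(1-15)K9me1 peptide (75 nM), then compounds added for 30 min at room temperature; AlphaScreen streptavidin donor/nickel chelate acceptor beads (10 ug/mL final) read after 30 min dark incubation.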
# Starred values were filed as active, the others as inactive; ? = inconclusive; · = not tested or not shown; & = joins results of further samples; [ ] = remark or other dose. Unless noted, calls follow the shape of the dose curve; as a rule, active = well fitted curve in the direction sought with a large enough effect; inconclusive = small, poorly fitted or top-dose-only effect, or another doubt; inactive = no such curve, though single readings can be large; an effect the other way counts as inactive or inconclusive. Unless noted, % is scaled to controls: 0 for no effect and ±100 for the full control effect; potency is read from the fitted curve at half-maximal effect.
SMILES,Tau ThT inhib,TexasRed fluor,GLA spleen mod,Tau fibril FP,TRb SRC2 PPI,Tau fluor counter,ALDH1A1 inh,L3MBTL1 inh
CC(=O)NC(Cc1ccc(F)c(F)c1)C(=O)NC1CCN(C(=O)c2ccc(C)cc2)CC1 (stereo unspecified),-11%,-4%,-1%,3%,2%,-10%,?,5%
CC(=O)c1ccc(NC(=O)c2nc(-c3ccc(Cl)cc3)n3c2CCCCC3)cc1,1%,1%,·,-1%,-2%,-16%,·,·
Cc1cc2nn(-c3ccccc3)nc2cc1NC(=O)COc1ccc(Cl)cc1,?,-3%,·,-6%,1%,-19%,·,·
COc1ccc(S(=O)(=O)N2CCC3(CC2)OCCO3)cc1,5%,-2%,-11%,3%,-2%,7%,7%,2%
CC1=C(C(=O)c2ccccc2)C(c2cn(-c3ccccc3)nc2-c2ccc(Cl)cc2)NC(=S)N1 (stereo unspecified),?,-2%,6%,-4%,0%,-8%,1%,-7%
Cc1sc2nc(C3CC3)nc(SCC(=O)N3c4ccccc4CC3C)c2c1C (stereo unspecified),?,0%,7%,-12%,6%,-10%,?,-2%
CC(C)C(=O)N=C1SC2CS(=O)(=O)CC2N1Cc1ccccc1 (stereo unspecified),3%,2%,-4%,-3%,-10%,9%,1%,6%
CCOC(=O)c1c(O)c2c([nH]c1=O)CCCC2,-9%,0%,-6%,-1%,1%,-6%,-1%,·
COc1ccc(NC2=Nc3cccc4cccc2c34)cc1OC,13µM*,-4%,-6%,3%,-10%,?,-6%,-23%
COC(=O)c1ccccc1NC(=O)CSc1nnc(COc2cccc(OC)c2)n1C,-9%,5%,4%,1%,-1%,-2%,-3%,-2%
CCOc1ccc(N(CC)S(=O)(=O)N2CCCC(C(=O)NCCc3ccccc3OC)C2)cc1 (stereo unspecified),-12%,-2%,·,14%,-1%,-2%,·,·
O=C(COc1ccc2ccccc2c1)NCCc1ccc2c(c1)OCCO2,?,5%,7%,7%,1%,-20%,-7%,-5%
CCOC(=O)C1CCCN(c2oc(-c3ccc(OC)cc3)nc2C#N)C1 (stereo unspecified),?,-4%,0%,?,5%,?,?,-5%
CCCCN(CCCC)c1nc(-c2ccccc2)nc2ccccc12,-14%,-36%,·,5%,-2%,-12%,·,·
COC(=O)c1scc(-c2ccc(C)cc2)c1S(=O)(=O)N1CCN(c2ccc(F)cc2)CC1,-15%,-7%,·,-2%,-4%,?,·,·
CCCNC(=O)Cn1ncc2c3ccccc3n(CCC)c2c1=O,-1%,9%,·,1%,9%,-1%,·,·
CCc1nc(SCc2ccccn2)c2c(=O)n(C)c(=O)n(C)c2n1,-2%,-3%,-3%,6%,-4%,-1%,4%,15%
Cn1c(SCC(=O)N2CCN(Cc3ccccc3)CC2)nnc1-c1ccncc1,0%,1%,1%,2%,2%,3%,-5%,5%[11.4 µM]
O=c1c2ccccc2nc(COc2ccccc2)n1/N=C/c1cn[nH]c1-c1ccccc1,?,1%,2%,?,-4%,?,5%,5%
COc1ccc(NC(=O)CN(C)S(=O)(=O)c2cccs2)cc1,-14%,-2%,13%,-9%,-12%,-12%,-2%,4%
CN1/C(=C\C=N\NC(=O)c2cccnc2)C(C)(C)c2ccccc21,?,1%,4%,11%,-4%,9%,2%,-25%[11.4 µM]
Cc1ccc(O)c(NC(=S)NC(=O)CC(C)C)c1,10%,0%[53 µM],6%,6%,-2%[53 µM],4%,-4%,-2%
NC(=O)C1CCN(C(=O)/C=C/c2cc(Br)ccc2F)CC1,-3%,-1%,7%,2%,9%,-7%,4%,·
Cc1ccc(C(=O)Nc2cccc(C(F)(F)F)c2)cc1Nc1cnccn1,8%,-1%,-14%,7%,3%,5%,·,·
O=C(CC(c1cccs1)N1Cc2ccccc2C1=O)Nc1ccc(Cl)cc1 (stereo unspecified),?,1%,·,?,2%,-14%,·,·
O=C(COc1cccc2ccccc12)NNC(=O)Nc1ccccc1,3%,-2%,-1%,-5%,10%,-21%,?,-7%
COc1ccc(Br)cc1-c1nc(C)c(C(C)=O)n1O,-8%,-1%,-4%,1%,-8%,4%,-7%,23%[11.4 µM]
CCC(C)C(=O)Nc1nc(C)c(-c2csc(Nc3cc(OC)ccc3OC)n2)s1 (stereo unspecified),?,-4%,0%,?,3%,14µM*[quencher],?,-12%
CN(C)c1oc(COc2ccc(F)cc2)nc1C#N,-17%,3%,-3%,-4%,2%,-10%,?,-15%
COC(=O)c1cc2occc2n1CC(=O)Nc1ccc(N(C)C)cc1,-15%,5%,·,9%,-2%,-27%,·,·
CCOC(=O)COc1ccc(-c2nnc(-c3ccccc3)o2)cc1,?,-3%,-2%,13%,-13%,-4%,?,·
O=S(=O)(Nc1cccc(S(=O)(=O)N2CCCCCC2)c1)c1ccccc1,9%,1%,-11%,1%,-9%,3%,2µM*,52%[activator]
Fc1cccc(Cl)c1/C=N/Nc1c(Cl)cncc1Cl,3%,2%,3%,-9%,8%,-11%,10%,2%
COc1ccccc1C(=O)N1C(CC(=O)Nc2cc(Cl)ccc2C)C(=O)NC2CCCCC21 (stereo unspecified),-7%,-1%,-3%,0%,9%,-19%,?,·
CCOc1ncccc1C(=O)OCC(=O)N(CC)c1ccccc1,-2%,1%,0%,6%,-1%,-4%,?,-1%
CCOC(=O)c1[nH]c(COC(=O)C2CC(=O)N(Cc3ccccc3)C2)c(C(=O)OCC)c1C (stereo unspecified),-14%,-7%,2%,-1%,-3%,-1%,40µM*,·
C#Cc1ccc([C@H]2C=C(C(=O)N3CCOCC3)O[C@@H](OCc3ccc(CO)cc3)C2)cc1,-2%,-3%,5%,3%,-8%,5%,-14%,-6%
CCCNC(=O)C1CCN(S(=O)(=O)c2cccs2)CC1,0%,1%,2%,-2%,-3%,-1%,4%,2%
COc1cc(CC(NC(C)=O)C(=O)NC2CCN(c3nc(OC)nc(OC)n3)CC2)cc(OC)c1 (stereo unspecified),·,-1%,1%,9%,5%,-25%,·,·
COC(=O)c1c(NC(=O)CSc2nnc(-c3ccco3)n2C)sc(C)c1C,?,-1%,11%,?,-16%,?,2%,-5%
CN(C)C(=O)CCCCCCCCC(=O)N(C)C,-13%,3%,-6%,-2%,9%,-11%,·,·
O=C(c1ccco1)N1CCN(S(=O)(=O)c2cccc3nsnc23)CC1,0%,-4%,0%,-1%,3%,5%,-1%,·
CCOc1ccc(CNC(=O)COc2cc(=O)n(C)c3ccccc23)cc1,-5%,-4%,·,5%,-1%,-5%,·,·
COc1ccc(CCN(Cc2cc3cc4c(cc3[nH]c2=O)OCO4)C(C)=O)cc1OC,1%,-4%,2%,-3%,3%,2%,?,-3%
Cc1cc2c(sc3ccccc32)c(C)n1,?,-2%,1%,0%,2%,-11%,·,14%
O=c1c(-c2ccc(Cl)cc2)coc2c(CN3CCOCC3)c(O)ccc12,-13%,-5%,-4%,-5%,-2%,-13%,?,-4%
O=C(C[n+]1ccc(C(=O)c2ccccc2)cc1)Nc1ccc(C(F)(F)F)cc1,-16%,-5%,-8%,16%,3%,-10%,2%,-4%
CCc1ccccc1NC(=O)COc1ccc(C(=S)N2CCCC2)cc1,0%,-7%,-6%,-13%,-11%,-6%,?,30%
O=C1C2C3c4ccccc4C(c4ccccc43)C2C(=O)N1c1nc(-c2ccccc2)cs1 (stereo unspecified),3%,1%,0%,-5%,-2%,-7%,8%,-1%
COc1ccc2occ(C(C)=O)c2c1,-5%,1%,0%,4%,-16%,-5%,?,·
CCOC(=O)N1CCN(C(=O)c2ccc3c(=O)n(CC4CCCO4)c(=S)[nH]c3c2)CC1 (stereo unspecified),-5%,1%,4%,9%,5%,-1%,14µM*,0%
CCOc1ccccc1Nc1sc(C(=O)c2ccc(Cl)cc2)c(N)c1C#N,5%,5%,·,-4%,6%,1%,·,·
O=C1CCC=C1C(O)c1ccccc1 (stereo unspecified),-7%&-15%,-1%&-2%,-11%&-18%,0%&4%,2%&4%,-5%&-13%,1%&1%,·
CC(=O)Nc1ccc(S(=O)(=O)NCc2ccc(C(=O)NCCN3CCCCCC3)cc2)cc1,-12%,-6%,8%,-11%,2%,-14%,-3%,2%
CC(C)(C)OC(=O)C(C)(C)O/N=C(\C(=O)O)c1csc(N)n1,-6%,2%,-10%,-7%,2%,-9%,5%,4%
CCCN(c1c(C)n(C)n(-c2ccccc2)c1=O)S(=O)(=O)c1ccc(C)cc1,-9%,?,·,-6%,-1%,-13%,·,·
Cc1cccc(N2C(=O)CC(N3CCN(c4ccccc4)CC3)C2=O)c1 (stereo unspecified),-8%,-5%,10%,-1%,4%,-8%,?,·
CCCn1c(=O)c2sccc2n2c(CCCC(=O)Nc3ccccc3F)nnc12,-3%,-2%,·,-1%,2%,-7%,·,·
CC(=O)N1c2ccc(Cl)cc2C2OCCC2C1c1ccco1 (stereo unspecified),-10%,-2%,5%,3%,-11%,-13%,9%,1%
COc1ccc(NC(=O)C2CCN(c3ccc(Sc4ccc(C)cc4)nn3)CC2)cc1,4%,-25%,·,-9%,4%,-10%,·,·

# Profiles as entered above.
# COC(=O)c1c(NC(=O)CSc2nnc(-c3ccco3)n2C)sc(C)c1C is entered as Tau ThT inhib: ?; TexasRed fluor: -1%; GLA spleen mod: 11%; Tau fibril FP: ?; TRb SRC2 PPI: -16%; Tau fluor counter: ?; ALDH1A1 inh: 2%; L3MBTL1 inh: -5%
# O=c1c(-c2ccc(Cl)cc2)coc2c(CN3CCOCC3)c(O)ccc12 is entered as Tau ThT inhib: -13%; TexasRed fluor: -5%; GLA spleen mod: -4%; Tau fibril FP: -5%; TRb SRC2 PPI: -2%; Tau fluor counter: -13%; ALDH1A1 inh: ?; L3MBTL1 inh: -4%
# COc1ccc(NC2=Nc3cccc4cccc2c34)cc1OC is entered as Tau ThT inhib: 13µM*; TexasRed fluor: -4%; GLA spleen mod: -6%; Tau fibril FP: 3%; TRb SRC2 PPI: -10%; Tau fluor counter: ?; ALDH1A1 inh: -6%; L3MBTL1 inh: -23%
